Assay outcomes (PubChem BioAssay)
CAL PDZ FP-1 = blocks peptide binding to human CAL PDZ domain. AID 504414. 330,000 compounds, 0.02% hits. Q9HD26. purified CAL PDZ, TMR-peptide fluorescence polarization, 1 h. inhibition, % at 20 µM;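 active = highest replicate inhibition of at least 40%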;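 also: plate controls were DMSO neutral control wells for no effect and unlabeled competitor peptide control wells for full effect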
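Material: tagged CAL PDZ domain; buffer or medium: 25 mM sodium phosphate pH 7.4, 150 mM NaCl, TCEP, IgG, Thesit; compound dosing: single point, 20 µM; schedule: 1 h incubation at room temperature before polarization reading; measured by: FP readout, S and P plane fluorescence; read-out basis: percent inhibition from loss of millipolarization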
Keap1-Nrf2 PPI = inhibitors of human Keap1-Nrf2 protein-protein interaction; 340,000 compounds, 0.15% hits; Q14145; inhibition, % at 9.4 µM; Keap1 Kelch-Nrf2 peptide fluorescence polarization, 1536-well; in the data active = inhibition above about 12%; inconclusive = no clear call, values can overlap the other calls; inactive = below about 7.3%;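 also: human Keap1 Kelch domain with fluorescein labeled Nrf2 9mer peptide probe; 0% = neutral control wells and 100% = peptide positive control; higher means more block of Keap1 binding to Nrf2 peptide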
Target sequence (Q14145 whole entry, looked up, the tested form may be a part): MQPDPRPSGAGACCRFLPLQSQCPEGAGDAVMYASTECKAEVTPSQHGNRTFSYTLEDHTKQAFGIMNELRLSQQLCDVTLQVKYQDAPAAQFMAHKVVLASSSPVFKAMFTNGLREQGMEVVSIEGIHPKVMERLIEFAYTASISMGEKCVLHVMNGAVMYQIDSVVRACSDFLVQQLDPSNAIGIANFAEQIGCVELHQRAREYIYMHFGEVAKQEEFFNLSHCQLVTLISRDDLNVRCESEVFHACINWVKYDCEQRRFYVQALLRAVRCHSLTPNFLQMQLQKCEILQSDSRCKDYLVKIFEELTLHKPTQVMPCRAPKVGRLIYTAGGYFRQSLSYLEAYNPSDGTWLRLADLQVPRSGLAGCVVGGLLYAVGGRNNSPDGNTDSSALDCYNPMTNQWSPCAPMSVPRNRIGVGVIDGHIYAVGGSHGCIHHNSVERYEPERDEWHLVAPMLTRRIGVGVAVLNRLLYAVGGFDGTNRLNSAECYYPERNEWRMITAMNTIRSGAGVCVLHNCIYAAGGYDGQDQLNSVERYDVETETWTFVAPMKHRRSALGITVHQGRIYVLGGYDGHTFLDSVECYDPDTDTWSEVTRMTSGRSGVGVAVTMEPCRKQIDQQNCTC
Cardiac RTF inh = cardiac RTF calcium desensitization; 340,000 compounds, 0.12% hits; P19429+P45379; IANBD-labeled cardiac RTF, Ca2+ fluorescence; inhibition, % at 7.15 µM;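 active = inhibition above the mean inhibition of all tested compounds plus 3 SD, cut at about 17% in these data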;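 also: assay run at fixed EC70 calcium of 1.6 mM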
CAL PDZ FP-2 = CAL PDZ (human) peptide binding inhibition | purified CAL PDZ, TMR-peptide fluorescence polarization, 1 h | 300,000 compounds, 0.92% hits | AID 602252 | Q9HD26 | inhibition, % at 24.9 µM;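 active = mean inhibition of at least 30% with at least half of replicates also reaching 30%; inconclusive = no clear call, values can overlap the other calls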;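 also: 0% = DMSO neutral control and 100% = excess unlabeled competitor peptide PRC23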
Rtt109 HAT inh = inhibitors of Candida albicans Rtt109/Vps75 histone acetyltransferase; 330,000 compounds, 0.16% hits; Q5AAJ8; inhibition, % at 34.9 µM; purified Rtt109/Vps75, ThioGlo CoA-SH fluorescence, 4 h;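 active = inhibition of at least 50% in every replicate; inconclusive = best replicate reaches 50% inhibition but some replicates fall short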
Target sequence (Q5AAJ8 whole entry, looked up): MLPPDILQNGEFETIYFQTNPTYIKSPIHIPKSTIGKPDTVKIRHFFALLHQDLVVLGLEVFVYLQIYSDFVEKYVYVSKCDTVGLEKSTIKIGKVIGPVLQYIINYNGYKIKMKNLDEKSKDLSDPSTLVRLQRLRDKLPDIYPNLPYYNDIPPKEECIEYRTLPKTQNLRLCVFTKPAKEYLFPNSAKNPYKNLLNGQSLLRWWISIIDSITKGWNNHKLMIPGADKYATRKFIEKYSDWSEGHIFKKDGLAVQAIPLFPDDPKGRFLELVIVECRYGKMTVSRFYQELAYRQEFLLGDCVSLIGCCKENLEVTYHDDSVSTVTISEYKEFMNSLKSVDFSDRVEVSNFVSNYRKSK
PKA-R2B act = PKA-R2B complex activation. PKA-R2B holoenzyme dissociation, Cy5-IP20 fluorescence polarization; R2B truncated from residue 108, S112A mutant; 0% DMSO only, 100% 113 µM cGMP. activation, % at 11.4 µM. P22694+P31323. 340,000 compounds, 0.079% hits;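 active = activation above a cutoff set at the mean over all compounds plus 3 SD, cut at about 18% in these data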;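 also: higher means more holoenzyme dissociation and a rise in polarization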
cardiac RTF act = cardiac RTF calcium sensitization; P19429+P45379; 340,000 compounds, 0.24% hits; activation, % at 7.2 µM; IANBD-labeled TnC RTF fluorescence at EC20 calcium; 0% EC20 calcium, 100% full calcium; AID 493008;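 active = activation above the mean over all tested compounds plus 3 SD, cut at about 30% in these data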;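 also: rise in fluorescence read as greater calcium sensitivity of cardiac thin filaments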
DAGLB inhibitor = diacylglycerol lipase beta (human) inhibition. AID 504411. HEK293T DAGLB membrane lysate, EnzChek fluorogenic substrate. inhibition, % at 5.17 µM. Q8NCG7. 340,000 compounds, 0.059% hits; in the data active = inhibition above about 34%;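 also: 0% = enzyme with vehicle and 100% = wells lacking enzyme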
LANA DNA inh = inhibitors of KSHV LANA C-terminal domain DNA binding. MBP-C-LANA/FAM-LBS DNA binding, fluorescence polarization. inhibition, % at 9 µM. 340,000 compounds, 0.078% hits. AID 504423;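 active = highest replicate inhibition at or above 60% at 9 µM, even if other replicates fall short; inactive = all replicates below 60% inhibition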;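 also: 0% = neutral control wells and 100% = 4 µM acridine orange control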
SR-BI DiI-HDL act = SR-BI HDL lipid transfer activation | CHO ldlA[mSR-BI] cells, DiI-HDL uptake fluorescence, 3 h; 100 = double the neutral-control signal | activation, % at 12.5 µM | 320,000 compounds, 0.096% hits | AID 504775;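 active = mean replicate activation of at least 60% and every replicate at or above 60%; inconclusive = mean or all-replicate condition met, but not both; inactive = mean below 60% and not all replicates reaching 60%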;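 also: 0% = median plate neutral-control signal and 100% = twice that signal; values of inactives mirror those of a sister screen read the other way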
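Test system: SR-BI-overexpressing, LDLR-lacking CHO cells. Measured by: DiI fluorescence, bottom read. Medium: Ham's F12 with 0.5% BSA, HEPES 25 mM, pH 7.4. Timing: 3 h uptake period with compound, 37 °C.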
Active calls of the source: *.

How did CCc1nnc(NC(=O)CSc2nc(C)nc3c2c(=O)n(C)c(=O)n3C)s1 do in these assays?
CAL PDZ FP-1: -1.3; Keap1-Nrf2 PPI: -1.3; Cardiac RTF inh: -7.3; CAL PDZ FP-2: -3.2; Rtt109 HAT inh: 2.0; PKA-R2B act: -6.0; cardiac RTF act: -2.7; DAGLB inhibitor: -1.1; LANA DNA inh: -1.5; SR-BI DiI-HDL act: 23.6

How did COc1ccc(-c2ccc(SCC(=O)NC3CCCC3)nn2)cc1OC do in these assays?
CAL PDZ FP-1: -2.8; Keap1-Nrf2 PPI: -5.3; Cardiac RTF inh: 1.8; CAL PDZ FP-2: 0.8; Rtt109 HAT inh: -5.1; PKA-R2B act: -4.7; cardiac RTF act: -0.9; DAGLB inhibitor: 1.6; LANA DNA inh: -1.0; SR-BI DiI-HDL act: -4.4

What do the screens show for `CN1CCCN(C(=O)C2CCC(C(=O)N3CCCN(C)CC3)CC2)CC1` (centres undefined)?
CAL PDZ FP-1: -1.3; Keap1-Nrf2 PPI: -3.8; Cardiac RTF inh: 1.8; CAL PDZ FP-2: -0.5; Rtt109 HAT inh: -8.3; PKA-R2B act: 0.0; cardiac RTF act: -2.8; DAGLB inhibitor: 0.8; LANA DNA inh: -0.4; SR-BI DiI-HDL act: -0.7

How did CC1Cc2cc(S(=O)(=O)N3CCCC(C(=O)N4CCCCC4)C3)ccc2N1C(=O)C1CC1 (centres undefined) do in these assays?
CAL PDZ FP-1: -2.3; Keap1-Nrf2 PPI: 0.0; Cardiac RTF inh: -21.5; CAL PDZ FP-2: -2.0; Rtt109 HAT inh: -4.5; PKA-R2B act: 7.5; cardiac RTF act: 6.1; DAGLB inhibitor: -3.2; LANA DNA inh: 0.5; SR-BI DiI-HDL act: -1.7

How did Cc1ccc(OCC(=O)Nc2ccccc2C(=O)NC2CC2)cc1 do in these assays?
CAL PDZ FP-1: 1.4; Keap1-Nrf2 PPI: -0.2; Cardiac RTF inh: -6.4; CAL PDZ FP-2: 6.2; Rtt109 HAT inh: -0.7; PKA-R2B act: -6.3; cardiac RTF act: -0.5; DAGLB inhibitor: -2.1; LANA DNA inh: -0.5; SR-BI DiI-HDL act: 2.9

What do the screens show for `CSc1ncc(CNc2cc([N+](=O)[O-])ccc2C)c(N)n1`?
CAL PDZ FP-1: -0.6; Keap1-Nrf2 PPI: -5.2; Cardiac RTF inh: 0.7; CAL PDZ FP-2: -1.2; Rtt109 HAT inh: 5.9; PKA-R2B act: -3.9; cardiac RTF act: 1.0; DAGLB inhibitor: 0.8; LANA DNA inh: -0.5; SR-BI DiI-HDL act: 2.4

Results for Cc1ccccc1C(=O)N1CCN(c2ccc(NC(=O)c3cccnc3Cl)cc2)CC1 ?
CAL PDZ FP-1: -0.9; Keap1-Nrf2 PPI: -0.8; Cardiac RTF inh: -3.4; CAL PDZ FP-2: -0.5; Rtt109 HAT inh: 2.8; PKA-R2B act: 0.5; cardiac RTF act: 2.6; DAGLB inhibitor: 2.1; LANA DNA inh: 1.9; SR-BI DiI-HDL act: -76.4

How did Cc1ccc(S(=O)(=O)N2CCCOC2CNC(=O)C(=O)NCc2ccccn2)cc1 (centres undefined) do in these assays?
CAL PDZ FP-1: -0.2; Keap1-Nrf2 PPI: -8.4; Cardiac RTF inh: -2.1; CAL PDZ FP-2: -5.5; Rtt109 HAT inh: -3.4; PKA-R2B act: 3.2; cardiac RTF act: -0.1; DAGLB inhibitor: 2.5; LANA DNA inh: 0.9; SR-BI DiI-HDL act: 11.9

What do the screens show for `O=C(CCn1nnc2ccccc21)N/N=C\Cc1ccccc1`?
CAL PDZ FP-1: -1.8; Keap1-Nrf2 PPI: -1.6; Cardiac RTF inh: -11.8; CAL PDZ FP-2: 1.1; Rtt109 HAT inh: -5.4; PKA-R2B act: 0.7; cardiac RTF act: -2.5; DAGLB inhibitor: -1.5; LANA DNA inh: -0.3; SR-BI DiI-HDL act: -6.7

What do the screens show for `C=CCn1c(SCC(=O)Nc2cccc3ccccc23)nnc1-c1cnccn1`?
CAL PDZ FP-1: -0.8; Keap1-Nrf2 PPI: -3.3; Cardiac RTF inh: -4.1; CAL PDZ FP-2: 4.5; Rtt109 HAT inh: -4.0; PKA-R2B act: -4.1; cardiac RTF act: -0.7; DAGLB inhibitor: -3.6; LANA DNA inh: -0.5; SR-BI DiI-HDL act: -1.7

Results for COc1ccc2c(CC(=O)NC3CCCc4ccccc43)coc2c1 (centres undefined) ?
CAL PDZ FP-1: -0.7; Keap1-Nrf2 PPI: -4.6; Cardiac RTF inh: -4.4; CAL PDZ FP-2: -6.1; Rtt109 HAT inh: -5.9; PKA-R2B act: -3.8; cardiac RTF act: -1.4; DAGLB inhibitor: 2.8; LANA DNA inh: -1.4; SR-BI DiI-HDL act: -22.2

How did C/C=C/C(=O)OCC(=O)Nc1cccc(F)c1 do in these assays?
CAL PDZ FP-1: -2.3; Keap1-Nrf2 PPI: 0.0; Cardiac RTF inh: -4.0; Rtt109 HAT inh: -4.9; PKA-R2B act: -7.5; cardiac RTF act: -0.8; DAGLB inhibitor: -1.0; LANA DNA inh: 0.7

How did CCC(=O)OCC(=O)Nc1cc([N+](=O)[O-])ccc1OC do in these assays?
CAL PDZ FP-1: -1.3; Keap1-Nrf2 PPI: 3.7; Cardiac RTF inh: -10.7; CAL PDZ FP-2: -6.9; Rtt109 HAT inh: 2.4; PKA-R2B act: -3.3; cardiac RTF act: 3.9; DAGLB inhibitor: 3.3; LANA DNA inh: 1.9; SR-BI DiI-HDL act: 4.3

What do the screens show for `O=C(COc1ccccc1F)NNC(=O)Cn1c(=O)cnc2ccccc21`?
CAL PDZ FP-1: -4.0; Keap1-Nrf2 PPI: -1.8; Cardiac RTF inh: -9.4; CAL PDZ FP-2: -3.9; Rtt109 HAT inh: -1.0; PKA-R2B act: 1.1; cardiac RTF act: -1.1; DAGLB inhibitor: 0.2; LANA DNA inh: -1.2; SR-BI DiI-HDL act: 29.7

Results for CCOc1cccc(/C=N/Nc2ccc(S(=O)(=O)N(CC)CC)cn2)c1O ?
CAL PDZ FP-1: 0.0; Keap1-Nrf2 PPI: 0.6; Cardiac RTF inh: -12.3; CAL PDZ FP-2: -4.9; Rtt109 HAT inh: -6.6; PKA-R2B act: -4.8; cardiac RTF act: 4.4; DAGLB inhibitor: 6.6; LANA DNA inh: -1.6; SR-BI DiI-HDL act: 3.2

Results for C/C(N)=C(/C#N)C(=O)COC(=O)CSc1ccccc1 ?
CAL PDZ FP-1: -0.8; Keap1-Nrf2 PPI: -0.4; Cardiac RTF inh: 2.0; CAL PDZ FP-2: -2.2; Rtt109 HAT inh: 7.6; PKA-R2B act: -14.8; cardiac RTF act: -6.0; DAGLB inhibitor: -4.9; LANA DNA inh: 2.2; SR-BI DiI-HDL act: 10.0

Results for NNc1nnc(-c2ccccc2)c(-c2ccccc2)n1 ?
CAL PDZ FP-1: 0.2; Keap1-Nrf2 PPI: -4.0; Cardiac RTF inh: -11.7; CAL PDZ FP-2: -1.3; Rtt109 HAT inh: 1.3; PKA-R2B act: -5.1; cardiac RTF act: 6.9; DAGLB inhibitor: 0.8; LANA DNA inh: 1.9; SR-BI DiI-HDL act: 9.4

How did COC(=O)Cc1nc(NC(=O)c2cccs2)sc1C do in these assays?
CAL PDZ FP-1: 0.1; Keap1-Nrf2 PPI: -2.9; Cardiac RTF inh: -4.3; CAL PDZ FP-2: 3.7; Rtt109 HAT inh: -1.3; PKA-R2B act: -2.8; cardiac RTF act: 5.0; DAGLB inhibitor: 0.6; LANA DNA inh: 3.2; SR-BI DiI-HDL act: 5.3

How did CC(=O)/C=C(\C)NCCNc1c(F)c(F)c(CO)c(F)c1F do in these assays?
CAL PDZ FP-1: -0.8; Keap1-Nrf2 PPI: -6.0; Cardiac RTF inh: -4.7; CAL PDZ FP-2: -3.5; Rtt109 HAT inh: -6.1; PKA-R2B act: -0.3; cardiac RTF act: 1.3; DAGLB inhibitor: -0.3; LANA DNA inh: 7.3; SR-BI DiI-HDL act: -22.3

What do the screens show for `Cc1cc(C)c2ccc(=S)[nH]c2n1`?
CAL PDZ FP-1: -1.7; Keap1-Nrf2 PPI: -1.1; Cardiac RTF inh: -7.8; CAL PDZ FP-2: -1.0; Rtt109 HAT inh: 40.6; PKA-R2B act: 6.4; cardiac RTF act: 2.6; DAGLB inhibitor: -1.7; LANA DNA inh: -2.5; SR-BI DiI-HDL act: 33.4

What do the screens show for `CN(C)CCNC(=O)/C(=C/c1ccc(-c2ccc(Cl)cc2Cl)o1)NC(=O)c1ccccc1`?
CAL PDZ FP-1: -3.6; Keap1-Nrf2 PPI: 2.3; Cardiac RTF inh: 2.3; CAL PDZ FP-2: -10.8; Rtt109 HAT inh: inconclusive; PKA-R2B act: 2.4; cardiac RTF act: 1.8; DAGLB inhibitor: 2.8; LANA DNA inh: -3.9; SR-BI DiI-HDL act: 16.6

What do the screens show for `CC1CCc2sc(C(=O)NCc3ccccn3)cc2C1` (centres undefined)?
CAL PDZ FP-1: -1.3; Keap1-Nrf2 PPI: -6.0; Cardiac RTF inh: -3.0; CAL PDZ FP-2: -2.9; Rtt109 HAT inh: -5.0; PKA-R2B act: -3.4; cardiac RTF act: 1.1; DAGLB inhibitor: -3.2; LANA DNA inh: 0.2; SR-BI DiI-HDL act: 0.5

Results for O=C(NCc1ccccc1)C1CCC(=O)N(CC2CCCCC2)C1 (centres undefined) ?
CAL PDZ FP-1: -0.8; Keap1-Nrf2 PPI: 2.5; Cardiac RTF inh: -7.9; CAL PDZ FP-2: -1.9; Rtt109 HAT inh: -8.2; PKA-R2B act: -9.4; cardiac RTF act: 1.0; DAGLB inhibitor: -0.7; LANA DNA inh: -0.3; SR-BI DiI-HDL act: 1.8

What do the screens show for `CN1C=CC=C/C1=C1\SC(=S)N(Cc2ccccc2)C1=O`?
CAL PDZ FP-1: 0.0; Keap1-Nrf2 PPI: 2.6; Cardiac RTF inh: 7.3; CAL PDZ FP-2: -2.9; Rtt109 HAT inh: 4.4; PKA-R2B act: -10.7; cardiac RTF act: 4.8; DAGLB inhibitor: 7.7; LANA DNA inh: -0.2; SR-BI DiI-HDL act: 6.0

Results for COc1ccc2c(c1)CCc1c(C(=O)NCc3cccnc3)noc1-2 ?
Keap1-Nrf2 PPI: -1.3; Cardiac RTF inh: -1.8; CAL PDZ FP-2: -2.7; Rtt109 HAT inh: -6.1; PKA-R2B act: -11.8; cardiac RTF act: -4.6; DAGLB inhibitor: -0.2; LANA DNA inh: 2.2; SR-BI DiI-HDL act: 8.0
